High-throughput results from PubChem BioAssay.
NR3A LBD binder: binders of NR3A ligand-binding domain, primary screen, biophysical, differential scanning fluorimetry, uHTS. Glutamate receptor ionotropic, NMDA 3A (GRIN3A) ligand-binding domain. NR3A LBD differential scanning fluorimetry, Tm shift; 0% = protein alone, 100% = glycine-bound protein. Tm shift relative to glycine control, % at 25 µM. actives 2.5% (n = 340,000). AID 1259313, 2017;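 active = melting temperature shift of at least 10% of the positive control shift, at one fixed dose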
Mdm2 MdmX PPI: inhibitors of human Mdm2-MdmX association, primary screen, cell-based, luminescence, split luciferase, SaOS-2, uHTS; Protein Mdm4 (Homo sapiens) + E3 ubiquitin-protein ligase Mdm2 (Homo sapiens), …; SaOS-2 split-luciferase Mdm2/MdmX complementation; inhibition, % at 8 µM; actives 3% (n = 330,000); AID 485346, 2010;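 active = inhibition of at least 50% at 8 µM in the primary screen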
TIM10 inh: growth inhibitors of isogenic TIM10 control yeast, primary screen, counter-screen for tim10-1 yeast inhibitor project, luminescence, uHTS. S. cerevisiae TIM10 strain growth, BacTiter-Glo luminescence, 24 h. inhibition, % at 10 µM. actives 1.4% (n = 330,000). AID 463195, 2010;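 active = inhibition of 40% or more at the single tested concentration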;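 also: wild-type TIM10 isogenic control strain grown at permissive 25 °C; 0% = DMSO yeast wells and 100% = minimal medium wells without yeast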
tim23-1 inh: growth inhibitors of tim23-1 mutant yeast, primary screen, luminescence, uHTS; S. cerevisiae tim23-1 growth, BacTiter-Glo luminescence, 24 h; inhibition, % at 20 µM; actives 1.3% (n = 330,000); AID 463212, 2010;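 active = growth inhibition of the mutant yeast at or above 50%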;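 also: temperature-sensitive mutant grown at 25 °C; plate controls were DMSO-treated mutant yeast for no effect and medium wells lacking yeast for full effect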
NALP3 yeast inh: NALP3 inflammasome inhibitors in reconstituted yeast, primary screen, luminescence, uHTS | actives 0.39% (n = 330,000) | inhibition, % at 10 µM | Yeast reconstituted NLRP3/ASC/caspase-1, beta-gal luminescence, 24 h;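 active = inhibition of 50% or more; inactive = inhibition below 50%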;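 also: plate controls were induced DMSO wells for no effect and uninduced yeast grown without galactose for full effect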
UPR CHOP act: activators of apoptotic CHOP UPR arm, primary screen, cell-based, CHO-CHOP luciferase reporter, luminescence, uHTS; UPR activation; percent of tunicamycin response over DMSO baseline; activation, % at 10 µM; actives 0.34% (n = 330,000); AID 449763, 2010;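 active = at 10 µM dose, activation of 40% or more, normalized to positive control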;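 also: 100% = tunicamycin at 10 µg/mL and 0% = DMSO alone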
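Material: CHO-CHOP cells, stable luciferase reporter of PERK-eIF2a-CHOP signalling; quantity: 500 reporter cells seeded per well; buffer or medium: F12 medium containing 10% fetal bovine serum; compound: one dose, 10 µM in 0.5% DMSO; incubation: 6 h compound treatment, 37 °C; measured by: Steady-Glo luciferase luminescence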
APJ ag: agonists of human apelin receptor APJ, primary screen, CHO-K1 cells, PathHunter beta-arrestin, luminescence. P35414. 0% DMSO wells, 100% apelin. activation, % at 20 µM. actives 0.11% (n = 330,000). AID 2520, 2010;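 active = activation more than six SD over the plate average, tested at 20 µM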;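 also: 0% = DMSO alone and 100% = apelin-13 at 10 nM; some results filed as inactive read as strong as hits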
Target sequence (P35414 whole entry, looked up): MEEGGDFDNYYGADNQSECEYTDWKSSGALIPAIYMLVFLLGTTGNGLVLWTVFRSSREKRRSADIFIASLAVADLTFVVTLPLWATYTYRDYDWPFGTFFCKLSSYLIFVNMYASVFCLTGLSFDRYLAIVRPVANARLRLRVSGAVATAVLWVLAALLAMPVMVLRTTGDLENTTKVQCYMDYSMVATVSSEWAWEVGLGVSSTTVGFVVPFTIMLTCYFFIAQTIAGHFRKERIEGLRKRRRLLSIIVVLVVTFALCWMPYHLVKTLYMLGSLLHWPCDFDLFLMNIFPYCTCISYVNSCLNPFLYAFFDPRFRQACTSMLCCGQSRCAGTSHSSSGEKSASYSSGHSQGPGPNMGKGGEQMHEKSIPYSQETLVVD
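assay system = CHO-K1 APJ beta-arrestin complementation cell line | input = cell density 1000 per well | dosing = compound 20 µM once, DMSO 1% | timing = compound 90 min 25 °C, reagent 1 h | measured by = luminescence from split beta-galactosidase complementation, Galacton Star/Emerald II substrate | read-out basis = APJ agonist activity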
tim10-1 inh: growth inhibitors of tim10-1 mutant yeast, primary screen, luminescence, uHTS; actives 2.2% (n = 330,000); S. cerevisiae tim10-1 ts strain growth, BacTiter-Glo, 24 h; inhibition, % at 20 µM;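 active = inhibition of at least 40%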;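 also: mutant grown at 25 °C; 0% = DMSO wells with yeast and 100% = wells holding no yeast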
XBP1 UPR activ: activators of adaptive XBP1 UPR arm, primary screen, cell-based, CHO-XBP1 luciferase reporter, luminescence, uHTS; IRE1-XBP1 UPR activation; percent of tunicamycin response, DMSO as zero; activation, % at 20 µM; actives 0.33% (n = 330,000); AID 463104, 2010;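 active = versus positive control, 20 µM dose yields 30% or more activation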;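 also: 100% = tunicamycin at 10 µg/mL and 0% = DMSO only wells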
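Material: CHO-XBP1 cells stably carrying IRE1-XBP1-driven luciferase reporter | Medium: F12 with 10% serum | Compound dosing: 20 µM single concentration, DMSO 1% | Incubation: Overnight seeding at 37 °C, 6 h compound treatment at 37 °C | Detection: Steady-Glo luminescence read | Read-out basis: % activation of reporter signal versus tunicamycin and DMSO controls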
* = called active by the depositor. An unsorted share of the library (roughly 8.2% active in at least one column).

How did COc1ccc(N(C(=O)Cn2cnc3ccccc32)C(C(=O)NC2CCCCC2)c2ccccc2)cc1 (stereo unspecified) do in these assays?
NR3A LBD binder: -1; Mdm2 MdmX PPI: -29; TIM10 inh: 8; tim23-1 inh: 8; NALP3 yeast inh: 19; UPR CHOP act: -0.6; APJ ag: -1; tim10-1 inh: -5; XBP1 UPR activ: 5

Results for O=C(CCC(=O)N1CCOc2ccccc21)N1CCN(c2ccccc2)CC1 ?
NR3A LBD binder: -2; Mdm2 MdmX PPI: 3; TIM10 inh: -4; tim23-1 inh: -9; NALP3 yeast inh: 21; UPR CHOP act: -0.7; APJ ag: 1; tim10-1 inh: -17; XBP1 UPR activ: -2

Results for CC1CCN(S(=O)(=O)c2ccc(NC(=O)C3CCN(C(=O)c4ccco4)CC3)cc2)CC1 ?
NR3A LBD binder: 0; Mdm2 MdmX PPI: 14; TIM10 inh: -11; tim23-1 inh: 11; NALP3 yeast inh: 10; UPR CHOP act: -1.4; APJ ag: 0; tim10-1 inh: 32; XBP1 UPR activ: -2

What do the screens show for `S=C(N/N=C/c1ccc(Br)cc1)N1CCCCC1`?
NR3A LBD binder: -1; Mdm2 MdmX PPI: -139; TIM10 inh: 27; tim23-1 inh: 37; NALP3 yeast inh: 35; UPR CHOP act: 8.2; APJ ag: -7; tim10-1 inh: 25; XBP1 UPR activ: 1

How did NC(=O)c1cccc2c(=O)oc3ccccc3c12 do in these assays?
NR3A LBD binder: -4; Mdm2 MdmX PPI: 17; TIM10 inh: 7; tim23-1 inh: 6; NALP3 yeast inh: 2; UPR CHOP act: 1.4; APJ ag: 0; tim10-1 inh: 7; XBP1 UPR activ: -2

What do the screens show for `COc1ccc(-n2nnc3c(=O)n(C/C=C/c4ccccc4)cnc32)cc1`?
NR3A LBD binder: 0; Mdm2 MdmX PPI: 5; TIM10 inh: 4; tim23-1 inh: 17; NALP3 yeast inh: 11; UPR CHOP act: 0.6; APJ ag: -1; tim10-1 inh: 11; XBP1 UPR activ: 3

What do the screens show for `COC(=O)c1ccc(NC(=O)c2ccc3c(c2)C(=O)N(C)C3=O)cc1`?
NR3A LBD binder: -1; Mdm2 MdmX PPI: 22; TIM10 inh: -19; tim23-1 inh: 0; NALP3 yeast inh: 12; UPR CHOP act: -0.3; APJ ag: 2; tim10-1 inh: -3; XBP1 UPR activ: -3

How did Cn1nccc1C(=O)N1CCc2ccccc21 do in these assays?
NR3A LBD binder: 0; Mdm2 MdmX PPI: 21; TIM10 inh: -12; tim23-1 inh: -2; NALP3 yeast inh: -1; UPR CHOP act: -0.8; APJ ag: -3; tim10-1 inh: 15; XBP1 UPR activ: 0

What do the screens show for `CC(O)c1c(-c2ccccc2)nn(C)c1Cl` (stereo unspecified)?
NR3A LBD binder: 1; Mdm2 MdmX PPI: 6; TIM10 inh: -1; tim23-1 inh: 2; NALP3 yeast inh: 16; UPR CHOP act: 3.2; APJ ag: -1; tim10-1 inh: -5; XBP1 UPR activ: -3

How did CCC(C(=O)NC1CCCC1)N(C(=O)Cn1nnc(-c2ccc(C)o2)n1)C(C)(C)C (stereo unspecified) do in these assays?
NR3A LBD binder: -2; Mdm2 MdmX PPI: -4; TIM10 inh: 11; tim23-1 inh: 16; NALP3 yeast inh: 14; UPR CHOP act: -0.7; APJ ag: -3; tim10-1 inh: 18; XBP1 UPR activ: -3

What do the screens show for `COc1ccc(-c2cc(C(=O)NNC(=S)NC(=O)c3c(-c4ccccc4)noc3C)[nH]n2)cc1`?
NR3A LBD binder: -3; Mdm2 MdmX PPI: 18; TIM10 inh: 8; tim23-1 inh: 8; NALP3 yeast inh: 13; UPR CHOP act: 0.5; APJ ag: -3; tim10-1 inh: 29; XBP1 UPR activ: 1

Results for Cc1onc(-c2c(Cl)cccc2Cl)c1C(=O)NCc1ccco1 ?
NR3A LBD binder: 2; Mdm2 MdmX PPI: -8; TIM10 inh: -7; tim23-1 inh: -9; NALP3 yeast inh: 13; UPR CHOP act: -0.9; APJ ag: 4; tim10-1 inh: -11; XBP1 UPR activ: -1

How did COc1ccc(CNC(=O)CSc2nnc3c(n2)[nH]c2ccc(C)cc23)cc1 do in these assays?
NR3A LBD binder: 0; Mdm2 MdmX PPI: 0; TIM10 inh: 7; tim23-1 inh: 6; NALP3 yeast inh: -1; UPR CHOP act: 1.0; APJ ag: -3; tim10-1 inh: -13; XBP1 UPR activ: 2

How did COc1ccc(S(=O)(=O)N2CCC(C(=O)NCCC(=O)Nc3cccc(Cl)c3)CC2)cc1 do in these assays?
NR3A LBD binder: -1; Mdm2 MdmX PPI: 31; TIM10 inh: 1; tim23-1 inh: 8; NALP3 yeast inh: -3; UPR CHOP act: -3.8; APJ ag: -2; tim10-1 inh: 19; XBP1 UPR activ: -6

What do the screens show for `CC(C(=O)NC(=O)NC1CCCCC1)N1CCN(c2ccc(O)cc2)CC1` (stereo unspecified)?
NR3A LBD binder: 2; Mdm2 MdmX PPI: 9; TIM10 inh: 6; tim23-1 inh: 20; NALP3 yeast inh: 20; UPR CHOP act: -3.0; APJ ag: -1; tim10-1 inh: -33; XBP1 UPR activ: 0

How did CC(C)(C)c1oc(C(=O)O)cc1CN1CCOCC1 do in these assays?
NR3A LBD binder: -2; Mdm2 MdmX PPI: -1; TIM10 inh: 4; tim23-1 inh: 20; NALP3 yeast inh: 8; UPR CHOP act: -0.3; APJ ag: -2; tim10-1 inh: 2; XBP1 UPR activ: -4

How did CCCC#Cc1ccc2c(c1)COc1c3ccccc3nn1-2 do in these assays?
NR3A LBD binder: 3; Mdm2 MdmX PPI: -260; TIM10 inh: -9; tim23-1 inh: 1; NALP3 yeast inh: 33; UPR CHOP act: 2.8; APJ ag: 1; tim10-1 inh: -5; XBP1 UPR activ: 3

Results for Cc1ccc(/C(N)=N/OC(=O)N2c3ccccc3Sc3ccccc32)cc1 ?
NR3A LBD binder: -16; Mdm2 MdmX PPI: 37; TIM10 inh: 86*; tim23-1 inh: 68*; NALP3 yeast inh: 16; UPR CHOP act: -0.2; APJ ag: 8; tim10-1 inh: 63*; XBP1 UPR activ: -1

How did CCOC(=O)C1(Cc2ccccc2)CCCN(Cc2cccc(C(C)=O)c2)C1 (stereo unspecified) do in these assays?
NR3A LBD binder: 0; Mdm2 MdmX PPI: 7; TIM10 inh: -2; tim23-1 inh: 2; NALP3 yeast inh: 25; UPR CHOP act: -0.9; APJ ag: -2; tim10-1 inh: 5; XBP1 UPR activ: -2

What do the screens show for `CC12CCC(C(=O)Nc3cccnc3)(CC1=O)C2(C)C` (stereo unspecified)?
NR3A LBD binder: -2; Mdm2 MdmX PPI: 18; TIM10 inh: -5; tim23-1 inh: 9; NALP3 yeast inh: 2; UPR CHOP act: -0.6; APJ ag: 3; tim10-1 inh: 14; XBP1 UPR activ: -2

What do the screens show for `Cc1cc(C)cc(NC(=O)CCn2ccnc2C)c1`?
NR3A LBD binder: 0; Mdm2 MdmX PPI: -1; TIM10 inh: 1; tim23-1 inh: 10; NALP3 yeast inh: 16; UPR CHOP act: -1.7; APJ ag: -4; tim10-1 inh: 11; XBP1 UPR activ: -2

How did Cn1c(N)c(C(=O)COC(=O)c2ccc3c(c2)OCCO3)c(=O)n(C)c1=O do in these assays?
NR3A LBD binder: 2; Mdm2 MdmX PPI: 16; TIM10 inh: -1; tim23-1 inh: 18; NALP3 yeast inh: -5; UPR CHOP act: 0.0; APJ ag: 1; tim10-1 inh: 7; XBP1 UPR activ: 2

How did O=C(c1cnc(N2CCN(c3ncccn3)CC2)c2ccccc12)N1CCN(c2ncccn2)CC1 do in these assays?
NR3A LBD binder: -1; Mdm2 MdmX PPI: -17; TIM10 inh: 39; tim23-1 inh: 31; NALP3 yeast inh: 11; UPR CHOP act: -0.7; APJ ag: 8; tim10-1 inh: 29; XBP1 UPR activ: 2

Results for COc1ccc(C(=O)NC2CCN(C(=O)NC3CCCCC3)CC2)cc1 ?
NR3A LBD binder: -1; Mdm2 MdmX PPI: 13; TIM10 inh: -1; tim23-1 inh: 4; NALP3 yeast inh: -2; UPR CHOP act: 3.7; APJ ag: 1; tim10-1 inh: 8; XBP1 UPR activ: 0

Results for COc1ccc(/C=C/C(=O)NC(=S)NNC(=O)c2ccco2)cc1OC ?
NR3A LBD binder: 1; Mdm2 MdmX PPI: 14; TIM10 inh: -14; tim23-1 inh: -37; NALP3 yeast inh: -9; UPR CHOP act: -0.7; APJ ag: -4; tim10-1 inh: -4; XBP1 UPR activ: -3

Results for COc1ccc(NC(=O)COc2ccc(-c3ccccc3)cc2)cc1 ?
NR3A LBD binder: -7; Mdm2 MdmX PPI: 18; TIM10 inh: 0; tim23-1 inh: -8; NALP3 yeast inh: 20; UPR CHOP act: 0.6; APJ ag: 0; tim10-1 inh: -5; XBP1 UPR activ: -1

How did COc1ccc(C(=O)NCC(=O)N2CCCC(C)C2)cc1OC (stereo unspecified) do in these assays?
NR3A LBD binder: 0; Mdm2 MdmX PPI: 13; TIM10 inh: -9; tim23-1 inh: -8; NALP3 yeast inh: 7; UPR CHOP act: -0.1; APJ ag: -4; tim10-1 inh: 12; XBP1 UPR activ: -1

How did CC(C)(C)C1CCC2(CC1)NC(=S)N(c1ccccc1)N2 (stereo unspecified) do in these assays?
NR3A LBD binder: 2; Mdm2 MdmX PPI: -2; TIM10 inh: 3; tim23-1 inh: -28; NALP3 yeast inh: 16; UPR CHOP act: 3.5; APJ ag: 9; tim10-1 inh: 25; XBP1 UPR activ: 2

What do the screens show for `COc1cccc(NC(=S)N(CCc2ccc(OC)c(OC)c2)Cc2ccccn2)c1`?
NR3A LBD binder: 1; Mdm2 MdmX PPI: -13; TIM10 inh: -6; tim23-1 inh: 23; NALP3 yeast inh: 20; UPR CHOP act: 0.3; APJ ag: -2; tim10-1 inh: 24; XBP1 UPR activ: -1

2 entries picked at random from the list so far, as already listed:
Results for COc1ccc(NC(=O)COc2ccc(-c3ccccc3)cc2)cc1 ?
NR3A LBD binder: -7; Mdm2 MdmX PPI: 18; TIM10 inh: 0; tim23-1 inh: -8; NALP3 yeast inh: 20; UPR CHOP act: 0.6; APJ ag: 0; tim10-1 inh: -5; XBP1 UPR activ: -1

How did O=C(c1cnc(N2CCN(c3ncccn3)CC2)c2ccccc12)N1CCN(c2ncccn2)CC1 do in these assays?
NR3A LBD binder: -1; Mdm2 MdmX PPI: -17; TIM10 inh: 39; tim23-1 inh: 31; NALP3 yeast inh: 11; UPR CHOP act: -0.7; APJ ag: 8; tim10-1 inh: 29; XBP1 UPR activ: 2
